# FadD28 FP inh: M. tuberculosis FadD28 bisubstrate binding inhibition; FadD28 bisubstrate probe binding, fluorescence polarization; inhibition, % at 12.5 µM; 360,000 compounds, 0.22% hits; AID 588549; in the data active = inhibition above about 8.5%, passing the limit was not always enough; inconclusive = no clear call, values can overlap the other calls
# PfHsp40 yeast: rescue of PfHsp40-mediated yeast toxicity. growth rescue, % at 12.5 µM. S. cerevisiae expressing PfHsp40, growth rescue, ATP luminescence. AID 504582. 340,000 compounds, 0.68% hits; in the data active = growth rescue above about 28%, passing the limit was not always enough; inconclusive = no clear call, values can overlap the other calls;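 note: yeast W303a lacking pdr1 and pdr3 grown in galactose medium; growth measured after three days at 30 °C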
# TcdB inh: TcdB glycohydrolase inhibition; P18177; inhibition, % at 9.99 µM; 350,000 compounds, 0.24% hits; TcdB glycohydrolase enzymatic assay, plate reader; in the data active = inhibition above about 10%
# Mtb FBA inh: Mtb fructose-bisphosphate aldolase inhibition. P9WQA3. purified M. tuberculosis FBA, fluorescence read-out. inhibition, % at 1 µM. 360,000 compounds, 2.3% hits; in the data active = inhibition above about 27%;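 note: 0% = vehicle and 100% = reference inhibitor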
# Target sequence (P9WQA3 whole entry, looked up): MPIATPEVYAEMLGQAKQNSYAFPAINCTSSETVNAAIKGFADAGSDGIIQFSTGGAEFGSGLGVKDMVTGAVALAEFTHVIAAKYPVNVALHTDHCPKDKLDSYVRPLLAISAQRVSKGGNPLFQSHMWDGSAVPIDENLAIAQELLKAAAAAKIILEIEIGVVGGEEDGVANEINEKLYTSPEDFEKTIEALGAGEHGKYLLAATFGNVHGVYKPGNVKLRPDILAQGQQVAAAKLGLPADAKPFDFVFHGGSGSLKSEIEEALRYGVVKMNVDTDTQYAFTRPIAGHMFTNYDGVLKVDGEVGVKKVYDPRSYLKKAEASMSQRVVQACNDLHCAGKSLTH
# Mtb BioA inh: BioA (M. tuberculosis) enzyme inhibition; purified M. tuberculosis BioA enzyme, plate reader; inhibition, % at 9.99 µM; 360,000 compounds, 0.096% hits; AID 602481; in the data active = inhibition above about 40%; inconclusive = no clear call, values can overlap the other calls
# Y pestis TopoI: inhibitors of Yersinia pestis topoisomerase I; Y. pestis Topo-I cleavage product accumulation, plate reader; activity, % at 10 µM; 360,000 compounds, 0.064% hits; in the data active = activity above about 50%, passing the limit was not always enough; inconclusive = no clear call, values can overlap the other calls; note: inactives centre near 2
# Vc quorum ag: quorum light induction in luxS cqsA deficient V. cholerae | V. cholerae BH1578 lux reporter, luminescence, 6 h | activation, % at 18.7 µM | 350,000 compounds, 0.16% hits; in the data active = activation mostly above about 9.7%, no sharp cut-off; inconclusive = no clear call, values can overlap the other calls; inactive = mostly below about 3.7%; note: not every result past the cut was called active; inactives centre near 0; reference of the scale not given here
# Mtb UGM inh: inhibitors of M. tuberculosis UDP-galactopyranose mutase. purified UGM, fluorescence polarization probe displacement. inhibition, % at 10 µM. 320,000 compounds, 0.06% hits; in the data active = inhibition above about 10%, passing the limit was not always enough; inconclusive = no clear call, values can overlap the other calls
# Target sequence (P9WIQ1 whole entry, looked up): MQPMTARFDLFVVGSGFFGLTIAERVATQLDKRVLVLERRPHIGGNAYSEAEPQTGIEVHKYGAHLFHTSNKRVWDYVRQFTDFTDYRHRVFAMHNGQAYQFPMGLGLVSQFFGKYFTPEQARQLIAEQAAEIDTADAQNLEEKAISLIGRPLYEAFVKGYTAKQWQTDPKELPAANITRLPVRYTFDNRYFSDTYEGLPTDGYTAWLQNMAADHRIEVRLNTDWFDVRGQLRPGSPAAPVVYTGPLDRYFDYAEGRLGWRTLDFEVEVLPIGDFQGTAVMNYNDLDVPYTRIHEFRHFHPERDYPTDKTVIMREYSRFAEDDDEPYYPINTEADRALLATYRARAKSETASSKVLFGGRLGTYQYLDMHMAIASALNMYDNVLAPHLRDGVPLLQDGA
# GDH-TPI inh: counter-screen for M. tuberculosis FBA inhibitors: GDH-TPI coupled enzymes; GDH-TPI coupled enzyme counterscreen, NADH absorbance; inhibition, % at 4.8 µM; 360,000 compounds, 1.2% hits; in the data active = inhibition above about 30%;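 note: 0% = DMSO wells and 100% = wells lacking the enzyme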
# Active calls of the source: *; i = inactive; ? = inconclusive; . = no result given.
SMILES,FadD28 FP inh,PfHsp40 yeast,TcdB inh,Mtb FBA inh,Mtb BioA inh,Y pestis TopoI,Vc quorum ag,Mtb UGM inh,GDH-TPI inh
Cc1ccc(NC(=O)c2ccc(CSc3nnc(C)s3)cc2)c(C)c1,-2.9,-0.3,.,2,0.3,5,i,-3.1,-4
O=C(NC1CCCC1)c1ccc(Br)o1,-0.1,-1.0,.,-3,-3.9,-9,-6.0,0.3,7
Cn1c(N)c(C(=O)COC(=O)c2ccc3ccccc3c2)c(=O)n(C)c1=O,-1.7,1.1,1.5,-1,0.4,6,-1.6,2.0,5
O=C(COC(=O)/C=C/c1c(F)cccc1Cl)NCC1CCCO1 (configuration not stated),-1.3,-0.1,0.3,2,0.5,0,-12,.,8
COCC1CCCC1OS(N)(=O)=O (configuration not stated),-1.2,-0.4,0.9,2,-0.9,0,-0.3,-1.1,9
O=C(CN1C(=O)NC2(CCCC2)C1=O)Nc1cc(Cl)ccc1N1CCOCC1,-4.7,0.6,1.7,-2,.,-5,i,-0.7,-4
O=C(NCCN=C1NS(=O)(=O)c2ccccc21)c1ccncc1,-0.4,-0.6,.,8,.,-2,0.9,3.1,-16
CC(=O)c1c(C)[nH]c(C(=O)CSc2ccc(F)cc2)c1C,-0.9,1.4,0.8,9,0.1,1,-0.3,-0.1,3
OC(COc1ccc(Cl)cc1)CN1CCCCC1 (configuration not stated),1.0,-0.6,0.8,0,-1.3,-7,7.1,-2.6,16
Cc1ccc(S(=O)(=O)NCC(c2ccccc2)N2CCN(c3ccc(F)cc3)CC2)cc1 (configuration not stated),-3.7,3.0,2.4,1,0.0,19,i,.,-13
CN(C)C(Cc1ccccc1)C(=O)c1ccccc1 (configuration not stated),-0.6,-0.4,0.1,3,.,2,-3.1,1.9,3
CC1(C)C2CC[C@]3(C)C(CC=C4[C@@H]5C[C@@](C)(CO)[C@@H](O)C[C@]5(C(=O)O)CC[C@]43C)[C@@]2(C)CC[C@@H]1O (some centres not stated),0.1,.,.,0,-0.7,7,-0.5,-1.6,3
COC(=O)[C@@H](NC(=O)Nc1cccc(Br)c1)C(C)C,0.8,0.4,0.0,0,.,-10,i,-2.6,11
O=C(Nc1ccc(Oc2ccccc2)nc1)C1CCCCN1Cc1ccc(OCCO)cc1 (configuration not stated),-1.6,0.3,-0.2,2,2.0,25,i,2.5,1
c1ccc(-c2cn3c(n2)CCC3)cc1,-0.4,1.8,.,4,-1.3,1,i,0.8,-1
O=C(CSc1cccc[n+]1[O-])Nc1cccc(Oc2ccccc2)c1,-6.4,0.5,-1.1,1,.,1,i,3.2,-4
CC(=O)N(CCCc1ccc(C(C)(C)C)cc1)CCCN(C)C,0.8,-0.2,.,2,.,-1,-3.2,-0.5,7
CCOc1ccc(S(=O)(=O)N2CCC(C(=O)N3CCc4ccccc4C3)CC2)cc1,-3.4,1.2,-0.2,1,5.4,33,0.1,-1.1,-2
COc1cccc(-c2csc(N3CCN(CC(=O)NNC(=O)c4ccc(Cl)cc4)CC3)n2)c1,-1.0,-0.5,-0.2,1,-0.9,8,-0.5,-0.2,4
Cc1ccc(NC(=O)Cn2cnc(C(=O)Nc3ccc(C)c(C)c3)n2)cc1C,-1.6,-0.1,0.9,4,1.1,-11,-0.8,.,-7
CC(NC(=O)CSc1nnnn1C1CC1)c1ccccc1Br (configuration not stated),-2.2,-0.3,1.7,-3,-1.2,-3,i,-0.2,5
CCOC(=O)C1CCN(c2c(NC3CCCCCCC3)c(=O)c2=O)CC1,-1.8,1.1,7.3,1,3.9,7,-0.3,-3.3,7
COc1cc(C(=O)NC(=S)Nc2cccc3nc(C)ccc23)cc(OC)c1OC,-2.4,0.4,-0.2,2,3.2,-6,-0.5,-0.9,8
O=C(COC(=O)C1CCN(c2ccc(C(F)(F)F)cn2)CC1)c1cccc(Br)c1,-1.4,0.3,0.6,-2,.,15,-2.9,-2.9,9
NS(=O)(=O)c1ccc(N2C(=O)C3C4CC(C(Br)C4Br)C3C2=O)cc1 (configuration not stated),-0.9,0.4,1.0,3,.,1,-0.1,.,0
CCC(C)(C(=O)NC1CCCC1)N(C(=O)CNC(=O)c1ccccc1)c1c(C)n(C)n(-c2ccccc2)c1=O (configuration not stated),0.8,0.7,1.8,1,-0.6,-6,1.4,-2.9,-3
Cc1noc(C)c1CSc1nnnn1-c1ccc(Cl)cc1,-0.1,-0.9,.,1,1.3,-1,i,-0.9,0
CCOC(=O)c1cn(Cc2ccc(C)cc2)c2cc(F)ccc2c1=O,-0.9,-0.7,-0.4,0,0.1,0,-3.7,0.0,0
O=C(COC(=O)c1ccco1)NCc1ccc2c(c1)OCO2,-0.7,0.2,1.3,-2,-0.7,1,i,1.6,7
Cc1ccccc1Cn1c(=O)n(CCC(=O)NCc2ccc3c(c2)OCO3)c(=O)c2ccccc21,-3.5,1.0,.,0,-1.0,1,0.3,-2.6,-7
N/C(=N\OC(=O)c1ccc2c(c1)OCO2)c1cccc(Br)c1,-6.7,0.3,3.5,4,-1.3,5,i,0.5,1
CC(=O)Nc1ccc(C(=O)N2CCCCC2c2cc(C(=O)Nc3cccc4c3CCCC4)no2)cc1 (configuration not stated),-1.2,.,1.4,-1,-1.2,?,-0.4,.,2
O=C(NNc1cc(N2CCCC2)nc(N2CCCC2)n1)c1ccc([N+](=O)[O-])cc1,-3.5,-0.7,-0.2,-4,.,-7,-0.4,2.2,2
Cc1ccc(NC(=O)N(C)c2ccccc2)cc1,-2.5,1.8,0.9,5,-1.8,-2,-11,-3.9,12
CCN(C[C@H]1N[C@@](C)(C(=O)OC)[C@H]2C(=O)N(C)C(=O)[C@@H]12)S(=O)(=O)c1ccc(OC)cc1,-1.7,0.6,1.1,-1,-0.4,-4,i,.,1
Cn1c(SCC(=O)c2cc(Cl)c(Cl)s2)nnc1-c1ccco1,-3.9,-0.8,-1.1,0,1.6,16,-0.3,1.7,11
COc1ccccc1NC(=O)CN1C(=O)COc2ccc(S(=O)(=O)N3CCOCC3)cc21,-1.4,-1.1,5.9,-3,-0.3,-4,-0.3,0.4,-3
O=C(Cc1ccc(Br)cc1)Nc1ccccc1Sc1ccccc1,-7.5,-0.5,.,1,-1.0,40,i,2.1,-4
CCCCSc1nc2c(cnn2-c2ccccc2)c(=O)n1N,-3.4,0.3,-1.4,-4,-0.9,4,-0.6,-1.6,-2
CC(CCc1ccco1)NC(=O)c1cc2c(-c3ccccc3F)nn(C)c2s1 (configuration not stated),-6.8,0.0,0.5,12,0.2,31,-0.3,2.7,0
COc1ccccc1-n1c(-c2ccccc2Cl)nc2ccccc2c1=O,0.0,1.1,1.4,1,1.7,-1,i,1.9,-2
O=C1C2CCCC1C(N1CCCC1)CC2 (configuration not stated),-1.6,-0.7,0.7,3,.,-1,0.9,3.4,4
O=C(O)CN1C(=O)c2ccc(Oc3ccc([N+](=O)[O-])cc3)cc2C1=O,-3.0,-0.6,0.5,2,0.8,3,-0.6,-1.4,11
Cc1ccc(C)n1-n1cnc2sc3c(c2c1=O)CCCCC3,-0.1,-0.6,.,4,-0.4,42,-1.0,-0.3,5
COc1ccc(OCCN(C)CC(=O)Nc2ccccc2SC)cc1,.,1.1,0.0,3,0.9,4,-0.1,2.2,1
S=c1[nH]nc(SCc2ccccc2)c2[nH]cnc12,0.0,-0.3,-0.6,2,-0.1,6,-0.8,.,17
COc1ccccc1N1CCN(C(=O)CSc2nc(-c3ccco3)cc(C(F)(F)F)n2)CC1,-2.4,0.1,0.6,0,.,33,1.1,-1.2,32*
NS(=O)(=O)c1ccc(NC(=O)CCC(=O)c2ccc(Cl)s2)cc1,0.7,0.6,0.4,-2,-4.0,-6,-0.1,-1.6,-2
CCCC(c1nnnn1C(C)(C)C)N1CCN(C(=O)c2ccco2)CC1 (configuration not stated),-1.7,-2.2,0.9,-2,.,6,0.9,1.8,1
CCOC(=O)C1(CCc2ccccc2)CCN(Cc2ccn[nH]2)CC1,0.1,-0.8,.,1,-0.7,8,-8.7,0.2,2
CCNC(=O)/C(C#N)=C/c1c(N2CC(C)OC(C)C2)nc2ccccn2c1=O (configuration not stated),1.9,0.8,.,3,-0.3,-4,-0.2,0.7,27
Cc1cc(C)cc(OCC(O)CN2CCN(C(=O)c3ccco3)CC2)c1 (configuration not stated),-1.7,0.0,0.9,3,0.9,10,-0.4,-0.5,13
CCOC(=O)/C=c1\s/c(=C\c2c(OCC)ccc3ccccc23)c(=O)n1CC(=O)NCC1CCCO1 (configuration not stated),-2.3,1.7,.,-2,.,13,i,-2.7,12
CC(C)[C@H](NC(=O)OC(C)(C)C)C(=O)N/N=C/c1ccc2nccnc2c1,-3.3,-0.1,0.6,-2,.,-2,-0.5,1.1,11
COc1ccc(S(=O)(=O)NCC2CCCN(Cc3ccc(OC)cc3F)C2)cc1 (configuration not stated),0.5,-0.9,-1.5,1,-0.4,15,-0.3,-0.2,-1
N#CCSc1nnc(-c2ccccc2O)n1Cc1ccccc1,-4.2,-0.6,0.6,-3,1.0,-3,i,-2.6,6
CC(=O)NC1=NN(C(C)=O)C2(CCCC2)S1,0.7,-0.5,0.1,0,.,10,-0.7,3.2,-4
CCCn1c2ccccc2c2cc(C(=O)O)ccc21,-5.2,325*,1.1,0,-1.2,-1,-0.2,1.4,2
C#Cc1ccc([C@@H]2C=C(C(=O)O)O[C@H](OCC)[C@H]2CCCO)cc1,-18,4.7,-1.5,4,-0.7,12,i,0.9,0
CC(C)[C@H](NC(=O)c1cccc(S(=O)(=O)N2CCOCC2)c1)C(=O)Nc1nc2ccccc2s1,-14,-0.2,.,-4,0.7,16,0.4,0.0,3

# Single values from the list.
# Mtb FBA inh, O=C(COC(=O)C1CCN(c2ccc(C(F)(F)F)cn2)CC1)c1cccc(Br)c1 = -2
# Y pestis TopoI, COc1ccc(OCCN(C)CC(=O)Nc2ccccc2SC)cc1 = 4
# TcdB inh, CC(NC(=O)CSc1nnnn1C1CC1)c1ccccc1Br (configuration not stated) = 1.7
# Y pestis TopoI, C#Cc1ccc([C@@H]2C=C(C(=O)O)O[C@H](OCC)[C@H]2CCCO)cc1 = 12
# GDH-TPI inh, NS(=O)(=O)c1ccc(NC(=O)CCC(=O)c2ccc(Cl)s2)cc1 = -2

# 3 neighbouring records already listed, for reference:
SMILES,FadD28 FP inh,PfHsp40 yeast,TcdB inh,Mtb FBA inh,Mtb BioA inh,Y pestis TopoI,Vc quorum ag,Mtb UGM inh,GDH-TPI inh
COc1ccccc1-n1c(-c2ccccc2Cl)nc2ccccc2c1=O,0.0,1.1,1.4,1,1.7,-1,i,1.9,-2
O=C1C2CCCC1C(N1CCCC1)CC2 (configuration not stated),-1.6,-0.7,0.7,3,.,-1,0.9,3.4,4
O=C(O)CN1C(=O)c2ccc(Oc3ccc([N+](=O)[O-])cc3)cc2C1=O,-3.0,-0.6,0.5,2,0.8,3,-0.6,-1.4,11

# The results go on.
SMILES,FadD28 FP inh,PfHsp40 yeast,TcdB inh,Mtb FBA inh,Mtb BioA inh,Y pestis TopoI,Vc quorum ag,Mtb UGM inh,GDH-TPI inh
O=C(C1CCOCC1)N1CCC(CO)(CCc2ccccc2)CC1,-0.8,2.6,0.6,3,4.2,-1,0.0,-1.3,7
CC(=O)NC(C)(CC(=O)c1ccccc1)c1ccccc1 (configuration not stated),-3.5,-1.2,0.1,-1,-0.3,-4,i,-1.5,-8
O=C(O)CCCC1(C(=O)O)CCCC1,-0.3,-1.1,3.7,0,-2.1,8,-3.4,.,-1
CSc1ccc(-c2nc(CSCC(=O)NCCCN3CCCC3=O)c(C)o2)cc1,-0.8,-0.9,1.1,13,-0.1,9,-3.1,-0.7,13
COc1ccc(CNS(=O)(=O)c2ccc(-c3ccc(=O)[nH]n3)s2)cc1OC,-4.6,-1.6,-0.1,-2,-1.4,-8,-0.2,-3.1,0
CC(=O)c1c(C)n(CC(=O)NCc2ccc3c(c2)OCO3)c2ccccc12,-1.5,-0.6,.,-1,-0.9,4,i,-3.2,8
CCn1c(CNC(=O)c2cc(OC)c(OC)c(OC)c2)cc2ccccc21,1.3,-0.4,1.4,4,-2.2,4,i,1.7,5

# High-throughput results deposited in PubChem BioAssay by several laboratories.
